# TRHR agonist: TRH receptor (human) agonism. 0.18% of 360,000 active. activation, % at 2 µM. AID 493084. P34981. TRHR cells, calcium flux fluo-8, FDSS agonist mode; in the data active means activation above about 30%; further: 0% is about no effect
#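 Steps: seed TRHR cells overnight; add fluo-8 no-wash Ca dye, RT 30 min–1.5 h; record 10 s baseline; pin-transfer compounds; monitor fluorescence 1 cycle/s for the agonist window. Calcium increases flag candidate agonists.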
# TrxR1 inh: rat TrxR1 inhibition; Potency, µM (doses to about 114 µM), inactives show at the highest dose activity change, negative = inhibition, most hits filed as inhibitors; O89049; 1% of 390,000 active; recombinant rTrxR1, NADPH fluorescence consumption, selenite substrate; further: potency means the concentration at half of the fitted maximal effect; on the % scale 0 is the no-effect control and ±100 the full control effect; nearly all actives have a fitted effect of over 65% in size
# Target sequence (O89049 whole entry, looked up): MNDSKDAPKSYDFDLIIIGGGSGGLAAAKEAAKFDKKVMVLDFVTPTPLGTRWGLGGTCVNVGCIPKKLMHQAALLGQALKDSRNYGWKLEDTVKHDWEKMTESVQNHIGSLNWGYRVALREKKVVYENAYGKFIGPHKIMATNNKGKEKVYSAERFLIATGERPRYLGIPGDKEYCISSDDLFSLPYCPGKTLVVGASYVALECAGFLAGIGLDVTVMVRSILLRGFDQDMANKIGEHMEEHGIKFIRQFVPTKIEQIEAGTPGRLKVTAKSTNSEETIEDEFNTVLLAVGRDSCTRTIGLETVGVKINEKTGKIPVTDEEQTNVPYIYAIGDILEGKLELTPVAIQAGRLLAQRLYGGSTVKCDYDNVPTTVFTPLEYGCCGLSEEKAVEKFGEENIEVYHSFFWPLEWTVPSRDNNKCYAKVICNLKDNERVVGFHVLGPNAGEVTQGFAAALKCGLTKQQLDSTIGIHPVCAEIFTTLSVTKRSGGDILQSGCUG
#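 Rat TrxR1 (90 nM in the dispensed reagent) was pre-reduced with 400 uM NADPH for 5 min at room temperature, then incubated with compound for 15 min. After 400 uM selenite was added, NADPH fluorescence (Ex 340/Em 450 nm) was followed for 8 min.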
# PI4K2A block: blocks human PI4K2A kinase activity; purified PI4K2A, ADP-Glo luminescence, 1 h; active compounds read low; activity change, negative = inhibition, % at 76.9 µM; 0.13% of 420,000 active; in the data active means activity change below about -50%; inconclusive means mostly about -30% to -49%;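 further: -100% = wells without enzyme as full effect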
#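 In this quantitative HTS, ADP production by PI4K2A was quantified luminescently after 1 h at ambient temperature; 100 microM adenosine served as plate-quality control.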
# D2 antag: antagonists of human D2 dopamine receptor | P14416 | HEK293 TREx D2 cells, calcium flux, dopamine EC80 | inhibition, % at 10 µM | 2% of 340,000 active; in the data active means inhibition above about 30%; further: 0% is about no effect
# Target sequence (P14416 whole entry, looked up): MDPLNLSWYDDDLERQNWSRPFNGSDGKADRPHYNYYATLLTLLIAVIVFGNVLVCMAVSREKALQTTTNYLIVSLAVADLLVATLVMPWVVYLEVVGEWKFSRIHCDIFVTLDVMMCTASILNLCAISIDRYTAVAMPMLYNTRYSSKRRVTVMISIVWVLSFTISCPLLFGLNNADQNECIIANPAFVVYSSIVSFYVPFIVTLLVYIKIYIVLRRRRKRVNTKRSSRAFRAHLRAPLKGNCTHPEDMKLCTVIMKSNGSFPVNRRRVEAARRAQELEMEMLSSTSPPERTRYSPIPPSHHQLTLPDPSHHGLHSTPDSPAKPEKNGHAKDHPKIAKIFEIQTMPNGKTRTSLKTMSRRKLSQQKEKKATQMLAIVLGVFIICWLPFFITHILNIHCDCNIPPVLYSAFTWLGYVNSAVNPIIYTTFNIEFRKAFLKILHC
#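 Cells plated overnight at 30 C with tetracycline; no-wash calcium dye, 30–90 min RT; 10 s baseline; compound pinned; 180 s read; EC80 dopamine added; another 180 s read.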
# USP1-UAF1 inh: inhibitors of human USP1/UAF1 deubiquitinase | 0.23% of 390,000 active | recombinant USP1/UAF1, Ub-Rhodamine cleavage fluorescence | O94782 | Potency, µM (highest dose often 57.1 µM), without a hit: at the top dose activity change, negative = inhibition, hits mostly inhibitors; further: potency means the concentration at half of the fitted maximal effect; on the % scale 0 is the no-effect control and ±100 the full control effect; nearly all actives have a fitted effect of over 60% in size; inactives centre near -12
#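 USP1/UAF1 complex (1 nM) preincubated 15 min at room temperature with compound, then Ub-Rho substrate (150 nM final) added. Kinetic fluorescence at 480/540 nm over 6 reads at 60 s intervals; 50 mM HEPES pH 7.8, 0.5 mM EDTA, 0.1 mg/ml BSA, 1 mM TCEP, 0.01% Tween-20.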
# IDH1 R132H inh: blocks human mutant IDH1 R132H enzyme; O75874; IDH1-R132H enzyme, NADPH consumption, diaphorase/resazurin fluorescence; Potency, µM (top dose mostly 76.6 µM), for inactives: at the top dose activity change, negative = inhibition, actives largely listed as inhibitors; 0.093% of 390,000 active; AID 602179; further: potency means the concentration at half of the fitted maximal effect; on the % scale 0 is the no-effect control and ±100 the full control effect; nearly all actives have a fitted effect of over 65% in size
#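 IDH1-R132H (0.5 ug/mL) preincubated 30 min with compound, then NADPH (0.016 mM) and alpha-KG (2 mM) added; 80 min at RT, pH 7.5. Remaining NADPH coupled via diaphorase/resazurin to fluorescence (540/590 nm); concentration-response curves normalized to no-enzyme control.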
# D2 agonist: activates the human D2 dopamine receptor; 0.53% of 340,000 active; HEK293 T-REx D2 cells, calcium flux agonist mode; activation, % at 2 µM; AID 485358; P14416;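 active means activation over 3 SD above normal in the single-dose calcium agonist read, cut at about 30% in these data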; further: 0% is about no effect
#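 Agonism is scored from calcium flux in a force-coupled, inducible HEK293 cell line expressing D2, read kinetically for 180 s after compound addition against dopamine controls.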
# TRHR enhancer: allosterically enhances the human TRH receptor; P34981; TRHR cells, fluo-8 calcium fluorescence, EC20 TRH enhancement; enhancement, % at 2 µM; 0.66% of 360,000 active; AID 493056; in the data active means enhancement above about 30%; further: 0% is about no effect
#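 Enhancer read-out: after compound pinning and an initial kinetic agonist-mode read, an EC20 of TRH (10 nM final) was injected and fluo-8 calcium signal (Ex 480/Em 530) followed at 1 s/cycle for 100 cycles in TRHR-expressing cells.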
# TrxR1 substrate: substrates of rat thioredoxin reductase 1 | purified TrxR1 substrate turnover, NADPH consumption readout | Potency, µM (doses to about 114 µM), inactives show top-dose activity change, negative = substrate turnover | 0.01% of 390,000 active | AID 588456 | O89049; further: potency means the concentration at half of the fitted maximal effect; on the % scale 0 is the no-effect control and ±100 the full control effect; nearly all actives have a fitted effect of over 50% in size
#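 Rat TrxR1, dispensed at 90 nM, was prereduced with 400 uM NADPH (final) for 5 min at ~22 deg C, then incubated with compound 15 min before 400 uM selenite. A first-read NADPH fluorescence drop versus no-compound background flagged substrates.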
# * = called active by the depositor; ? = inconclusive; . = no result given; [ ] = another dose, or the depositor's remark. Unless noted, the call rests on the fitted dose curve; in most records, active means well fitted inhibition curve with a large enough effect; inconclusive means small, poorly fitted or top-dose-only effect; inactive means no such curve, though single readings can be large or run the other way. Compounds as they come; any-hit rate near 3.9%.
SMILES	TRHR agonist	PI4K2A block	USP1-UAF1 inh	TrxR1 inh	D2 agonist	TRHR enhancer	IDH1 R132H inh	TrxR1 substrate	D2 antag
O=C(N/N=C/c1cccc(Oc2ccc([N+](=O)[O-])cc2[N+](=O)[O-])c1)c1cncc(Br)c1	-0.3	1.3	-22.3%	?	-1.0	9.4	26.1%	6.5%	4.9
CCCCn1c(-c2ccc(F)c(F)c2)nc2cc3[nH]c(=O)c(C(C)C)nc3cc21	-0.2	-6.6	-26.2%	7.1%	-1.7	1.8	-12.4%	10.7%	16.3
CC(=O)Nc1ccc(-c2cc(-c3ccc(NC(C)=O)cc3)nc(-c3ccccc3)n2)cc1	0.4	-4.3	7.7%	20.9%	0.3	-2.4	-6.0%	21.6%	-0.1
CCOC(CNC(=O)CCc1c(C)nc2ncnn2c1C)OCC	0.1	0.6	-9.9%	11.0%[57.1 µM]	1.3	-0.7	1.8%	8.5%[57.1 µM]	0.0
Cc1cc(OCC(=O)Nc2ccncc2)c(C)cc1Br	0.5	2.3	-7.2%	27.6%	0.4	-8.8	13.7%	-8.0%	14.8
O=C(O)C(C(O)c1ccc([N+](=O)[O-])cc1)[n+]1ccccc1 (centres undefined)	0.0	-2.2	-26.4%	2.0%	-0.3	-2.7	-11.7%	-0.5%	-8.6
COc1cc(/C=N/NC(=O)c2ccc(CSc3nncn3C)cc2)cc(OC)c1O	0.6	-0.7	-5.8%	19.4%[57.1 µM]	2.1	5.6	2.5%	-11.3%	-2.6
CCCc1ccc(OCc2nc(-c3ccc(NC(=O)c4ccco4)cc3)no2)cc1	-0.5	-17.1	-22.6%	13.0%	0.3	-10.6	8.2%	6.6%	-6.4
O=C(c1cccc(F)c1)N1CCC(N2CCCCCC2)CC1	-0.2	0.8	1.0%	-14.8%	0.4	2.7	5.7%	-7.3%	1.1
COCCCNC(=O)c1cccc(S(=O)(=O)N2CC3(C)CC2CC(C)(C)C3)c1 (centres undefined)	-0.3	-2.3	-26.2%	13.9%	1.0	5.0	-2.0%	3.7%	-6.2
CCCNS(=O)(=O)c1ccc2nc(NC(=O)c3ccc(F)cc3)sc2c1	-0.1	-1.6	-1.8%	-17.9%[57.1 µM]	0.7	-3.5	3.6%	-3.9%[57.1 µM]	.
C=CCSc1nnc2c(n1)OC(c1cccnc1)Nc1ccccc1-2 (centres undefined)	0.2	-6.3	-17.6%	-3.9%	0.1	-3.8	6.1%	-2.9%	-3.3
CCc1ccc(-c2csc(NC(=O)C3=COCCO3)n2)cc1	0.1	7.6	?	11.2%	0.6	3.2	8.5%	0.5%	1.9
CC(C)(C)[C@@H]1C=C(C(=O)N2CCN(Cc3ccccc3)CC2)O[C@H](OCCCCO)C1	-0.5	-2.6	-26.0%	-3.0%	0.0	-0.3	-1.3%	4.2%	-2.3
CCOc1ccc(C(C)=O)cc1COC(=O)c1ccccc1C(=O)N(C)Cc1ccccc1	0.0	8.3	-5.6%	50.1µM*	-1.0	0.2	-0.3%	-6.0%	-1.1
O=C(NN1CCOCC1)c1cc(Cl)ccc1Cl	0.2	3.3	-14.5%	-0.9%	-0.9	3.5	-3.6%	-3.5%	1.3
CCOC(=O)C1CCCN(c2c(NCCc3ccc(S(N)(=O)=O)cc3)c(=O)c2=O)C1 (centres undefined)	0.3	0.0	-20.8%	1.4%	0.5	6.3	0.4%	-5.2%	28.8
Cc1cc(=O)n(Cc2cccc(F)c2)c2c1c(C)nn2-c1cccc(F)c1	-0.4	6.3	10.6%	19.4%[57.1 µM]	-0.2	1.6	8.1%	7.0%[57.1 µM]	.
CCOC(=O)C(NC(=O)c1ccccc1)C(C)(C)SCc1ccccc1 (centres undefined)	.	-2.1	-8.8%	4.4%	.	.	3.5%	0.3%	.
CCc1ccc(C2NC(=O)c3[nH]nc(-c4cccc(OC)c4)c32)cc1 (centres undefined)	-0.6	3.0	-25.6%	8.2%	-1.4	10.8	-0.1%	2.2%	.
CC(C)(C)c1ccc(OCc2nnc(SCC(N)=O)n2N)cc1	1.1	1.5	-4.1%	26.3%[57.1 µM]	-1.4	1.0	4.8%	-7.2%[57.1 µM]	-17.1
O=C(NCCCn1ccnc1)c1cnn2c1NC(c1ccccc1)CC2C(F)(F)F (centres undefined)	-0.6	-1.3	-18.6%	20.7%	-0.2	1.6	-4.9%	12.8%	10.2
CN1C2CCC1CC(NS(=O)(=O)c1cccc(C(F)(F)F)c1)C2 (centres undefined)	1.2	1.0	-6.9%	26.3%	0.2	5.4	-7.0%	0.1%	19.5
COc1cc(-c2nnc3n2N=C(c2ccccc2)CS3)cc(OC)c1OC	0.1	-11.9	-3.8%	-4.5%[57.1 µM]	-1.4	-0.9	15.6%	19.6%[57.1 µM]	-5.3

# Next section, starting with the last 2 of the part before.
SMILES	TRHR agonist	PI4K2A block	USP1-UAF1 inh	TrxR1 inh	D2 agonist	TRHR enhancer	IDH1 R132H inh	TrxR1 substrate	D2 antag
CN1C2CCC1CC(NS(=O)(=O)c1cccc(C(F)(F)F)c1)C2 (centres undefined)	1.2	1.0	-6.9%	26.3%	0.2	5.4	-7.0%	0.1%	19.5
COc1cc(-c2nnc3n2N=C(c2ccccc2)CS3)cc(OC)c1OC	0.1	-11.9	-3.8%	-4.5%[57.1 µM]	-1.4	-0.9	15.6%	19.6%[57.1 µM]	-5.3
COCc1cc(C)nc(SCC(=O)Nc2cc(C(F)(F)F)ccc2N2CCOCC2)c1C#N	1.0	-2.4	-12.1%	17.3%	-1.2	5.7	13.9%	-3.2%	-2.0
CC(C)OCCCNC(=O)CCC(=O)NNc1nc2ccccc2c2nc(-c3ccccc3)nn12	-0.9	-1.3	-9.4%	-17.3%	0.9	1.6	10.6%	-14.0%	-6.6
CCCCN(C)C(=S)Nc1ccc2nc3n(c(=O)c2c1)CCCCC3	-1.1	-9.7	-15.7%	18.3%	-4.8	4.3	2.4%	11.3%	-17.4
Cc1cccc(-c2c(NC(=O)c3ccco3)oc3c(C)cccc3c2=O)c1	0.2	3.4	-15.0%	7.2%	-0.8	0.5	0.0%	-8.0%	14.7
CC(=O)NCCc1ccc(C(=O)COC(=O)c2cc(C)oc2C)cc1	.	-3.5	-25.5%	-6.9%[2.29 µM]	.	.	6.5%	8.9%[57.1 µM]	.
C[C@H](CO)N1C[C@H](C)[C@@H](CN(C)C(=O)NC2CCCCC2)Oc2c(NC(=O)Cc3ccccc3)cccc2C1=O	.	-2.6	-26.6%	19.7%	.	.	6.0%	7.2%	.
COc1cccc2c1OC1(C)CC2NC(=O)N1Cc1ccccc1 (centres undefined)	-0.2	-5.8	-15.7%	28.5%	0.5	-2.1	3.3%	10.2%	5.3
Cn1c(=O)[nH]c(=O)c2c1nc1n2CCS1	0.5	-0.8	3.0%	21.2%[57.1 µM]	3.1	-3.7	-0.6%	3.4%[57.1 µM]	10.2
CCn1c(N2CCN(CC(=O)c3c[nH]c4ccccc34)CC2)nc2c1c(=O)[nH]c(=O)n2C	-2.4	2.0	-15.6%	-19.5%	0.7	5.9	-0.3%	-6.4%	-4.1
CCOc1ccc(Br)cc1C1C(C(=O)OC)=C(N)Oc2cc(N(C)C)ccc21 (centres undefined)	0.1	-10.6	-2.4%	-17.0%	0.6	-2.0	-3.4%	-7.6%	0.6
O=C(NN=Cc1ccccc1Cl)c1ccc([N+](=O)[O-])cc1	.	2.0	-10.6%	12.8%	.	.	-6.8%	-2.4%	.
O=C(NCCCN1CCOCC1)c1coc2ccccc2c1=O	-0.1	-6.3	4.0%	-6.2%[57.1 µM]	0.0	-0.1	-1.8%	8.8%[57.1 µM]	1.8
Cc1ccc(OCc2cc(C(=O)NCC3COCCO3)no2)cc1C (centres undefined)	0.2	-3.2	-15.6%	-1.9%	-1.1	0.1	2.5%	-7.7%	4.8
CC1CCC(NC(=O)C2CCN(S(=O)(=O)c3cccc4nonc34)CC2)CC1 (centres undefined)	0.5	-2.9	-20.8%	21.6%	.	-4.4	7.2%	-0.6%	.
CC(Sc1nc(=O)cc(N)n1CCc1ccccc1)C(=O)Nc1cccc(Cl)c1 (centres undefined)	-0.2	-1.0	-7.2%	8.2%	0.5	-0.8	.	-9.8%	.
COC(=O)c1cn(NC(=O)Cc2ccccc2Br)c(=O)c2ccccc12	0.1	-1.2	-16.5%	13.3%[57.1 µM]	-2.4	-5.4	3.5%	-4.0%	-13.6

# 3 entries out of the list above, ordered by the number in D2 antag, highest first.
smiles | D2 antag
CCOc1ccc(Br)cc1C1C(C(=O)OC)=C(N)Oc2cc(N(C)C)ccc21 (centres undefined) | 0.6
CCn1c(N2CCN(CC(=O)c3c[nH]c4ccccc34)CC2)nc2c1c(=O)[nH]c(=O)n2C | -4.1
COC(=O)c1cn(NC(=O)Cc2ccccc2Br)c(=O)c2ccccc12 | -13.6

# Further compounds
SMILES	TRHR agonist	PI4K2A block	USP1-UAF1 inh	TrxR1 inh	D2 agonist	TRHR enhancer	IDH1 R132H inh	TrxR1 substrate	D2 antag
COc1ccccc1C1C2=C(CCCC2=O)N(CC(=O)O)C2=C1C(=O)CCC2	0.4	4.6	-21.9%	13.1%	-0.5	-1.8	-6.4%	130.3%[activator]	-15.4
COC(=O)c1cc(-c2ccc(C)cc2)n[nH]1	-1.1	-2.6	-5.4%	25.4%	-1.6	18.9	-3.5%	1.7%	-19.8
O=C(CCNC(=O)c1ccc(Cl)cc1)Nc1ccccc1Cl	-0.1	3.4	-15.4%	15.2%	.	-2.8	12.0%	3.6%	.
COc1ccc2nc(NC(=O)CCN3C(=S)NC(C)(C)CC3C)sc2c1 (centres undefined)	0.2	5.9	-5.2%	-4.8%	0.6	-3.3	1.5%	2.5%	-21.0
O=C1OC[C@H]2CCCC[C@@H](CO)ON12	.	3.1	-12.2%	9.9%	.	.	-0.9%	3.1%	.
CCc1ccc(OCCCCCn2ccnc2)cc1	0.5	-0.7	-11.7%	15.2%[57.1 µM]	0.4	-7.1	8.6%	6.9%[57.1 µM]	-24.3
